PTAP TSG101 blk = blocks PTAP/TSG101 interaction to inhibit HIV-1 budding | Q99816 | Fluorescence polarization, FITC-PTAP peptide / Tsg101 binding | Potency, µM (top dose mostly 115 µM), for inactives: at the top dose activity change, negative = inhibition, most hits filed as inhibitors | 340,000 tested, under 10 active | AID 493005; active means well fitted inhibition curve with a large enough effect in the main read-out, with a control signal flat, not every such curve was filed as active; inconclusive means small, poorly fitted or top-dose-only effect, or effect the other way, or a change in a side signal; inactive means no such curve, though single readings can be large or run the other way; further: potency means the concentration at half of the fitted maximal effect; % of control where 0% means no effect
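Tsg101 binding domain (10 uM final) was mixed with compound and a FITC-labeled PTAP peptide (50 nM final) in HEPES pH 7.5 buffer with NaCl, Tween 20, EDTA and TCEP; fluorescence polarization was read after 20 min at r.t.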
Chronic BCR inh = chronic active BCR signaling inhibition; ABC-DLBCL IkBa-CBG/CBR reporter, luminescence ratio, 4 h; Potency, µM (top dose mostly 46.1 µM), without a hit: at the top dose ratio change, negative = lower green/red ratio, actives largely listed as inhibitors; 0.05% of 340,000 active; AID 493014; active means well fitted inhibition curve with a large enough effect in the signal ratio, with a control signal flat, not every such curve was filed as active; inconclusive means small, poorly fitted or top-dose-only effect, or effect the other way, or a change in a side signal; the % refers to the signal ratio;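 further: potency means the concentration at half of the fitted maximal effect; plate controls were basal doxycycline-induced cells for no effect and cells given 10 µM MG132 for full effect; MG132 reads +100%, hits lower the ratio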
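Concentration-response series (up to 46 uM) were applied to TMD8 dual-reporter cells for 4 h at 37C with doxycycline. Green/red ratio, after filter-overlap correction, defined %Activity; red signal alone was normalised to basal cells and zero luminescence.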
Tb PFK inh = blocks T. brucei phosphofructokinase; O15648; T. brucei PFK, ADP-Glo luminescence; Potency, µM (doses to about 57.5 µM), inactives show top-dose activity, negative = inhibition, most hits filed as inhibitors; 0.17% of 330,000 active; AID 485367;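 further: potency means the concentration at half of the fitted maximal effect; 0% = uninhibited 1x PFK enzyme wells and -100% = no-enzyme wells; nearly all actives have a fitted effect of over 60% in size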
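In TEA buffer at pH 8.0 with 5 mM MgCl2, enzyme (1.25 nM) converted F6P (0.5 mM) and ATP (0.1 mM) for 45 min at room temperature. ADP product was read by luciferase luminescence.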
Menin-MLL TR inh = inhibitors of human menin-MLL interaction, mutant MLL peptide; Menin + Texas Red MLL mutant peptide, fluorescence polarization; O00255; 0.23% of 270,000 active; Potency, µM (titrated, usually from 61.6 µM), for inactives: at the highest dose FP activity change, negative = inhibition, usual class: inhibitors; active means well fitted inhibition curve with a large enough effect in the polarisation, with a control signal flat, not every such curve was filed as active; inconclusive means small, poorly fitted or top-dose-only effect, or effect the other way, or a change in a side signal; inactive means no such curve, though single readings can be large or run the other way; the % refers to the polarisation; further: potency means the concentration at half of the fitted maximal effect; % of control where 0% means no effect; many of its hits are not listed in these tables
PKM2 activator = increases activity of human pyruvate kinase M2 | purified PKM2, Kinase-Glo ATP luminescence, activation; response scale: 0% is enzyme alone, no compound | 0.34% of 260,000 active | Potency, µM (highest dose often 57.5 µM), for the others: top-dose activation, usual class: activators | P14618; further: potency means the concentration at half of the fitted maximal effect; on the % scale 0 is the no-effect control and ±100 the full control effect; nearly all actives have a fitted effect of over 55% in size
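ATP formation by purified human PK-M2, quantified via coupled luciferase luminescence after 1 h at room temperature with 0.1 mM ADP and 0.5 mM PEP final.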
Coupling enz = coupling enzyme interference in Giardia aldolase counter-screen | coupling enzyme system counterscreen, AmpLite Red fluorescence | activity change, negative = inhibition, % at 58.2 µM, hits read low | 0.67% of 290,000 active; in the data active means activity change below about -30%; further: on the % scale 0 is the no-effect control and ±100 the full control effect
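Final compound at 57.5 uM, incubated 10 min at RT with coupling enzyme reagent (glyceraldehyde-3-phosphate), then 20 min with substrate and AmpLite Red detection. Fluorescence read at 525/598 nm; tests interference with the coupling assay, not aldolase inhibition.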
a7 integrin act = activators of alpha7 integrin expression for muscular dystrophy; 0.064% of 350,000 active; Potency, µM (top dose mostly 38.3 µM), without a hit: top-dose activation, usual class: activators; alpha7betagal myoblasts, beta-gal FDG fluorescence, 48 h;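 further: potency means the concentration at half of the fitted maximal effect; 100% = response of the positive control SU9516; nearly all actives have a fitted effect of over 60% in size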
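alpha7betagal+/- myoblasts (passage 13, 250/well) treated 48 h at 37C with compounds at 1:260 dilution of DMSO stock. Lysed, then beta-galactosidase activity read as FDG fluorescence (ex 480/em 540) after 30 min, with pre-read for autofluorescence.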
S-ASM inh = blocks human secretory acid sphingomyelinase | AID 504937 | Potency, µM (doses to about 57.5 µM), without a hit: at the top dose activity change, negative = inhibition, most hits filed as inhibitors | placental ASM, HMU-PC fluorogenic substrate, 60 min | 0.006% of 340,000 active | P17405; further: potency means the concentration at half of the fitted maximal effect
Target sequence (P17405 47-631 limits assumed): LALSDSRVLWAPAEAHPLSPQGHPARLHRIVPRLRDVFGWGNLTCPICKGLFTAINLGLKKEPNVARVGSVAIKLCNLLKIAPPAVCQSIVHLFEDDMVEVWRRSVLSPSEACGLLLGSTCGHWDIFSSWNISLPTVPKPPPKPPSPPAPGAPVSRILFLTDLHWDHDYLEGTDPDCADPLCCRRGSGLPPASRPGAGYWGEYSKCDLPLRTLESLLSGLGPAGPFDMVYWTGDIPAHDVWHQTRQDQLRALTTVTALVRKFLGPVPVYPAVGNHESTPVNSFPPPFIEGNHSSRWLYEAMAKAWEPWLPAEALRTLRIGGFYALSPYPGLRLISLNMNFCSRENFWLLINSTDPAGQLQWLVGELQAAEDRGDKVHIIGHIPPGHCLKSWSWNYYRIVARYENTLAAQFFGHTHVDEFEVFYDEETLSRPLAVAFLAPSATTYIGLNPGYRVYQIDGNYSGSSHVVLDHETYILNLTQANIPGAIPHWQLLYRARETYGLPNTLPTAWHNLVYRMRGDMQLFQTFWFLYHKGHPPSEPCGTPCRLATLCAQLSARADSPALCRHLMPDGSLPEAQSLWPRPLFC
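Steps: dispense placental human ASM, pin compound, wait 10 min at room temperature, add HMU-PC0 substrate at 9 uM final, incubate 60 min at 37 °C, add stop solution raising pH to 10, read fluorescence.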
Giardia kill = kills Giardia lamblia. AID 540267. Giardia lamblia trophozoite viability. activity change, % at 7.66 µM, hits read low. 0.15% of 340,000 active; in the data active means activity change below about -80%; inconclusive means between about -30% and that limit;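 further: parasites exposed to compound for two days anaerobically before the ATP read; on the % scale 0 is the no-effect control and ±100 the full control effect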
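Anaerobic 48 hrs incubation at 37 deg C of 100 trophozoites/well with test compounds; ATPLite 1-Step luminescence, 15-30 min RT, reports cellular ATP as viability.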
B2AR arrestin = recruits beta-arrestin to the human beta2-adrenergic receptor. beta-arrestin recruitment to beta2AR, cell-based reporter. Potency, µM (top dose mostly 46.1 µM), inactives show at the top dose activation, usual class: activators. 0.02% of 330,000 active. AID 492947;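 further: potency means the concentration at half of the fitted maximal effect; 0% = DMSO controls and full agonism = EC100 isoproterenol or metaproterenol; nearly all actives have a fitted effect of over 65% in size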
GALK inh = blocks human galactokinase activity; Potency, µM (titrated, usually from 57.5 µM), for the others: at the top dose activity change, negative = inhibition, usual class: inhibitors; P51570; Purified GALK, Kinase-Glo residual ATP luminescence; 0.007% of 270,000 active; further: potency means the concentration at half of the fitted maximal effect; on the % scale 0 is the no-effect control and ±100 the full control effect
Target sequence (P51570 whole entry, looked up): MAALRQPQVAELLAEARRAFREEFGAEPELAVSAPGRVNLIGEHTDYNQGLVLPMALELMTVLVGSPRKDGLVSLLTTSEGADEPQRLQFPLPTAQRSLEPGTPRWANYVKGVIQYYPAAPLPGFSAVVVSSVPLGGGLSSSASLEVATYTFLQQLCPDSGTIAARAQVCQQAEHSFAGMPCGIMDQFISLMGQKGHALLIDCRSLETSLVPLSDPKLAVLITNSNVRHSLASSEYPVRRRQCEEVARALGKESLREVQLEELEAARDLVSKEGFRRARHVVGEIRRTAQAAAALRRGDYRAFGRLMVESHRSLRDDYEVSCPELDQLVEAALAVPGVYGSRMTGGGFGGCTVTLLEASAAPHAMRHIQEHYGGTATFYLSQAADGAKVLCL
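Galactose (100 uM) and ATP (35 uM) were turned over by 5 nM GALK for 1 h at RT. Kinase-Glo Plus then converted the remaining ATP into a luminescent signal.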
* marks the source's active call; other numbers are inactive results; ? = inconclusive; . = not tested or not shown; & = joins results of further samples; [ ] = another dose, or the depositor's remark. Unless noted, the call rests on the fitted dose curve; in most records, active means well fitted curve in the direction sought with a large enough effect; inconclusive means small, poorly fitted or top-dose-only effect, or another doubt; inactive means no such curve, though single readings can be large; an effect the other way counts as inactive or inconclusive. This is a subset, so the mix of outcomes need not match the whole.

SMILES	PTAP TSG101 blk	Chronic BCR inh	Tb PFK inh	Menin-MLL TR inh	PKM2 activator	Coupling enz	a7 integrin act	S-ASM inh	Giardia kill	B2AR arrestin	GALK inh
COc1ccc([C@H]2CC(=O)C=C(c3cccc(F)c3OC)C2)cc1	0%	-5%	-1%	.	.	.	-12%	-2%	12	0.3%	.
CCc1c(C)c2ccc(OCC(=O)N(C)C)c(C)c2oc1=O	-3%	0%	2%	-12%	3%	0	-5%	4%	-8	0.2%	0%
Cc1ccccc1C(=O)N1CCN(c2ccc(NC(=O)c3ccco3)cc2)CC1	0%	-6%	5%	6%	-9%	0	16%	1%	-7	-0.2%	-1%
COc1ccc(C(=O)N2CCN(c3ccc(NC(=O)c4ccco4)cc3)CC2)cc1	0%	1%	-12%	-3%	-5%	0	0%	-1%	10	-0.4%	-2%
CC(=O)c1ccc(N(CC(=O)NC2CCCC2)C(=O)c2ccc(C)s2)cc1	1%	3%	3%	.	.	2	19%	-4%	-5	-0.4%	-4%
Cc1c(OC(C)C(=O)NC2CC(C)(C)NC(C)(C)C2)ccc2c3c(c(=O)oc12)CCC3 (stereo not drawn)	-2%	?	3%	-13%	-1%	-4	-52%[inhibitor]	-1%	-3	-0.7%	1%
Cc1cccc(NC(=S)N(C)C)c1C	-4%	-8%	0%	.	0%	1	10%	1%	-25	-0.8%	-2%
COCCn1nnnc1C(c1ccc(OC)cc1)N1CCN(c2ccccc2F)CC1 (stereo not drawn)	-2%	?	-3%	-8%	5%	1	4%	1%	-25	-0.1%	1%
CCCCn1c(N)c(N(CC(C)C)C(=O)c2ccc(S(=O)(=O)N(CC)c3ccccc3)cc2)c(=O)[nH]c1=O	-4%	3%	-14%	.	.	.	-20%	14%	11	-0.2%	.
CN(C)C(=O)CC12CC3CC(C1)CC(CC(=O)N(C)C)(C3)C2	-1%	3%	-2%	-1%	17%	1	2%	-1%	-10	-0.1%	1%
O=[N+]([O-])c1ccc(S(=O)(=O)N/N=C/c2ccco2)cc1	-1%	-1%	10%	-1%	2%	3	11%	-2%	29	-0.2%	-3%
CCCC(=O)Nc1c2c(nn1-c1cccc(C)c1C)CS(=O)(=O)C2	-7%	?	0%	1%	.	2	?	-1%	15	0.3%	8%
C=CC(=O)Nc1ccc(Br)cc1	0%	?	1%	0%	4%	0	-51%[inhibitor]	0%	2	-0.3%	2%
COc1c2n(C)ccc3c-2n(c(=O)c1=O)c1ccccc31	-7%	?	2%	.	.	.	-23%	67%[activator]	7	-0.1%	.
COC(=O)c1ccc(C2Nc3cccc4cccc(c34)N2)cc1	0%	-15%	-7%	?	2%	-10	-29%	-13%	-12	0.2%	1%
COCCn1c(SCC(=O)NCc2ccc3c(c2)OCO3)nnc1-c1c[nH]c2ccccc12	-1%	-8%	4%	0%	-3%	0	4%	3%	19	-0.5%	3%
CC(=O)c1c(C)[nH]c(C(=O)Nc2cccnc2)c1C	-6%	1%	-5%	0%	-1%	0	13%	2%	18	-0.1%	9%
Cc1nn(C)c(C)c1S(=O)(=O)N1CCC(C(=O)NCC2COc3ccccc3O2)CC1 (stereo not drawn)	-2%	-11%	-2%	3%	-1%	3	-45%	0%	4	-0.6%	1%
Cc1ccc2ncnc(NCCCCCC(=O)O)c2c1	-5%	?	16%	1%	7%	2	-4%	1%	11	0.4%	3%
COC(=O)c1ccc(C23CC4(C2)[C@H](CN(Cc2ccc(-c5ccccc5)cc2)[C@@H]4c2ccccc2)C3c2ccc(C(F)(F)F)cc2)cc1 (stereo partly drawn)	-2%	-7%	4%	6%	-4%&1%	0&0	10%	2%	-17	-1.9%	-1%
COC(=O)C1C(c2ccccc2)C(C(=O)O)C1c1ccccc1 (stereo not drawn)	-5%	?	-2%	-12%	3%	3	0%	4%	7	-0.1%	-2%
Cc1nnc(SCC(=O)Nc2cccnc2Cl)s1	-5%	?	5%	.	.	.	-16%	2%	-15	0.1%	.
COc1ccc(C=O)c(OC)c1	-4%	-1%	1%	-7%	-1%	4	0%	6%	-26	-1.1%	9%
CN=C(c1ccc([N+](=O)[O-])cc1)N1CCCCC1	-3%	-2%	-3%	-4%	23%	2	17%	-7%	-5	-0.2%	1%
COc1cc(-c2ccc(Nc3ccccc3C(=O)O)c(OC)c2)ccc1Nc1ccccc1C(=O)O	-5%	?	-16%	.	6%	7	?	-18%	13	-1.1%	-23%
CCOc1cc(N2CCOCC2)c(OCC)cc1NC(=O)c1ccc(C)s1	-1%	8%	5%	?	0%	-11	30%	0%	3	0.0%	0%
CCn1c(=O)n(CC)c2cc(N)ccc21	-4%	-13%	0%	-6%	1%	-9	-4%	12%	?	0.1%	11%
O=C(NCCc1ccccn1)c1ccc(COc2ccccc2)o1	0%	?	-2%	8%	-4%	2	-1%[7.66 µM]	2%	-1	-1.0%	1%
Cn1nc(C(=O)Nc2cc(Cl)ccc2N2CCCC2)c2ccccc2c1=O	-4%	?	?	.	.	.	3%	-15%	-2	-0.7%	.
Cc1cc(C(=O)N2CCCC(N3CCN(c4cccc(C(F)(F)F)c4)CC3)C2)no1 (stereo not drawn)	-4%	-3%	1%	.	6%	.	-11%	-3%	16	-0.6%	-3%
Cc1nc(SCc2ccc(Cl)c(Cl)c2)ncc1C(=O)O	-4%	?	-16%	7%	4%	10	1%	-1%	-5	0.1%	2%
Cc1nn2c(=O)cc(CSCC(=O)Nc3ccccc3Cl)nc2s1	0%	-2%	0%	.	.	.	20%	-1%	-25	0.1%	3%
Cc1oc2c(C)c3oc(=O)c(CCC(=O)NCCCN4CCOCC4)c(C)c3cc2c1C	-1%	10%	1%	-27%	-8%	-1	-10%	72%[activator]	2	0.0%	.
CCCCCc1ccc(-c2cn(CN3C(=O)c4ccccc4C3=O)nn2)cc1	5%	-9%	0%	17%	-3%	2	22%	-4%	6	-1.0%	.
CCC(C)[C@H](NC(=O)N1CC(=O)Nc2ccccc21)C(=O)Nc1nccs1 (stereo partly drawn)	-1%	-11%	5%	.	.	.	9%	1%	46[activator]	-0.2%	-7%
C/C(Cn1cnc([N+](=O)[O-])n1)=N\NC(=O)c1cccc(F)c1	1%	?	4%	6%	-9%	-5	-5%	-3%	6	-0.8%	2%
CCO/C=C1/C(=O)N(c2ccc(OC)cc2)C(=O)c2ccccc21	-1%	1%	-1%	-7%	.	-3	-9%	464%[activator]	-19	-0.1%	-1%
NS(=O)(=O)c1cccc(C(=O)OCC(=O)NC2CCCc3ccccc32)c1 (stereo not drawn)	-6%	-6%	0%	.	.	.	0%	0%	6	0.3%	.
COc1cccc([C@H](O)Cn2cc(-c3ccc(CON=C(C)C)cc3)nn2)c1	.	-5%	-5%	-13%[11.7 µM]	-1%	2&2	.	.	.	-1.3%	.
Cc1ccc(C(=O)Nc2ccc3c(c2)CCC3)cc1S(=O)(=O)N1CCOCC1	-7%	-2%	-2%	8%	-11%	1	-40%	-9%	5	-0.7%	-1%
CCOC(=O)c1[nH]c2cc(OC)c(OC)cc2c1NC(=O)CN(C)C1CCCCC1	-15%	2%	-1%	19%	1%	1	-19%[7.66 µM]	0%	1	-0.5%	4%
COc1ccccc1-n1c(=S)[nH]c2c(sc(=S)n2-c2ccccc2C)c1=O	-8%	?	-2%	-18%	-14%	-10	?	97%	-12	-0.1%	-1%
CCCc1nnc(NC(=O)CCC(=O)N2CCCCC2)s1	-5%	1%	-1%	6%	-2%[0.46 µM]	-2	-16%	0%	-7	-0.8%	-2%
Cc1ccccc1N1CCN(C2CCCN(C(=O)c3csc(C(C)C)n3)C2)CC1 (stereo not drawn)	.	-7%	1%	?	-1%	2	5%	2%	-1	0.5%	3%
COc1ccc(NS(=O)(=O)c2cccc(C(=O)OCC(=O)NC3CC3)c2)cc1	-2%	-21%	-1%	.	.	.	-17%	-2%	-5	-0.1%	3%
Cc1c(CCC(=O)NCCCn2ccnc2)c(=O)oc2c(C)c3oc4c(c3cc12)CCCC4	2%	?	-3%	-11%	3%	-4	-23%	46%[activator]	12	-0.1%	.
CNC(=O)C1CCN(S(=O)(=O)c2c(C)noc2/C=C/N(C)C)CC1	-14%	3%	2%	14%	.	0	-7%	4%	-14	-0.2%	-6%
O=C(CSc1nc2ccccc2o1)NCc1ccco1	-1%	6%	-6%	5%	-3%	0	-9%	3%	27	-0.4%	10%
O=C(Oc1ccccc1)n1c(=S)oc2ccccc21	-4%	5%	-3%	-3%	1%	-1	29%	1%	-7	-1.7%	1%
Cc1cccc(C(=O)NCCN2CCN(c3ccccc3)CC2)c1	-1%	2%	-1%	-12%	-3%	3	7%	3%	13	0.0%	-1%

From PubChem
